# Screening results as filed in PubChem BioAssay.
# Giardia FBPA inh: inhibitors of Giardia lamblia fructose-1,6-bisphosphate aldolase. purified Giardia FBPA. hit rate 0.71% among 290,000. Potency, µM (highest dose often 59.6 µM), for inactives: at the top dose activity, negative = inhibition, hits mostly inhibitors; note: potency is the fitted concentration of half-maximal effect; % is set by controls: 0 for no effect and ±100 for the full control effect; nearly all actives have a fitted effect of over 55% in size
# Target sequence (A8B2U2 whole entry, looked up): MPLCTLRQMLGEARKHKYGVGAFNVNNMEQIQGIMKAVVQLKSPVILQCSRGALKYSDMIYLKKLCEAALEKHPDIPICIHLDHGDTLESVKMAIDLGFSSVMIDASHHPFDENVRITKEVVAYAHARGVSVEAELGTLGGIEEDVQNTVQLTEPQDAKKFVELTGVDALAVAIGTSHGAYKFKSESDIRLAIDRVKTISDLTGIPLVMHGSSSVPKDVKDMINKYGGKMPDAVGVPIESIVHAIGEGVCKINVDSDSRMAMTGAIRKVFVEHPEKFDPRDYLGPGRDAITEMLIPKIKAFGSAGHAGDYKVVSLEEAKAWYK
#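 Giardia FBPA (40 nM reagent) was preincubated 10 min at RT with compound (up to 57.5 uM final), then substrate plus GAPDH/TPI/NAD/arsenate coupling system with diaphorase/resazurin was added; resorufin fluorescence (525/598 nm) was read after 20 min.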
# Shiga inhibitor: Shiga toxin inhibition; Vero cells, Shiga toxin protein synthesis inhibition reporter; inhibition, % at 38.7 µM; hit rate 9.2% among 290,000; AID 2315; in the data active = inhibition mostly above about 28%, no sharp cut-off; inactive = mostly below about 43%; note: 0% is about no effect
# Pf growth 48h: inhibits P. falciparum growth in the first generation, 48 h; hit rate 5.9% among 310,000; P. falciparum luciferase growth in erythrocytes, 48 h; Potency, µM (doses to about 28.7 µM), inactives show top-dose activity change, negative = inhibition, most hits filed as inhibitors; note: potency is the fitted concentration of half-maximal effect; % is set by controls: 0 for no effect and ±100 for the full control effect
#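 First compound was added to culture medium, then infected red cells at 0.1% parasitemia and 2% hematocrit (final). After incubation at 37 C under 5% CO2, luciferase detection reagent was dispensed and light output recorded.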
# Pf growth 96h: P. falciparum growth inhibition at 96 hour, primary screen for plastid delayed-death inhibitors; P. falciparum luciferase reporter growth, 96 h; Potency, µM (top dose mostly 28.7 µM), for the others: at the highest dose activity change, negative = inhibition, hits mostly inhibitors; hit rate 6.9% among 320,000; AID 504834; note: potency is the fitted concentration of half-maximal effect; % is set by controls: 0 for no effect and ±100 for the full control effect
#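 P. falciparum expressing integrated firefly luciferase, in erythrocytes at 2% hematocrit, 0.05% parasitemia, incubated with compounds 96 h at 37 C, 5% CO2. Growth inhibition read as loss of luminescence; two-generation exposure targets delayed-death apicoplast inhibitors.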
# Sm TGR block: S. mansoni TGR enzyme inhibition | Q962Y6 | purified TGR, DTNB reduction, TNB absorbance 405 nm | Potency, µM (doses to about 114 µM), for inactives: at the top dose activity change, negative = inhibition, actives largely listed as inhibitors | hit rate 3% among 360,000 | AID 485364; note: potency is the fitted concentration of half-maximal effect; % is set by controls: 0 for no effect and ±100 for the full control effect; nearly all actives have a fitted effect of over 60% in size
#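 Kinetic colorimetric format: TGR-catalysed, NADPH-driven DTNB reduction monitored via TNB absorbance. Enzyme dispensed at 20 nM; compound exposure 15 min at room temperature before reaction start.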
# CHX counter: counter-screen for Shiga toxin inhibitors: cycloheximide protein synthesis inhibition; hit rate 12% among 300,000; AID 2314; cell reporter, cycloheximide protein synthesis inhibition counterscreen; max response, %; in the data active = max response mostly above about 13%, no sharp cut-off; inactive = mostly below about 14%; note: read at 38.3 µM for the half of the compounds with a filed dose; 0% is about no effect
# Starred values were filed as active, the others as inactive; i = inactive; ? = inconclusive; nt = no result given; [ ] = dose if it differs, or a comment. Unless noted, calls come from the whole dose curve; as a rule, active = well fitted curve in the direction sought with a large enough effect; inconclusive = small, poorly fitted or top-dose-only effect, or another doubt; inactive = no such curve, though single readings can be large; an effect the other way counts as inactive or inconclusive. Rows are unselected, and some 24% of all compounds hit somewhere here.
SMILES,Giardia FBPA inh,Shiga inhibitor,Pf growth 48h,Pf growth 96h,Sm TGR block,CHX counter
CCC1CCCCN1CCNC(=O)CCS(=O)(=O)c1ccc(Br)cc1 (stereo unspecified),2%,-5,?,3.3µM*,0%,1
Cc1nn(C)cc1CNC(=O)C1(C)CC1(Cl)Cl (stereo unspecified),3%,9,-7%,21%,0%,-2
COC(CNC(=O)c1ccc2c3c(onc13)-c1ccccc1C2=O)OC,?,75*,42%[activator],8%,13µM*,35*
O=C(Nc1cccc(Oc2ccc3c(c2)C(=O)NC3=O)c1)c1cccs1,0%,-10,24%,0%,-2%,-6
O=S(=O)(N[C@H]1C[C@@H](NS(=O)(=O)OCC(Cl)(Cl)Cl)C2CCCCC21)OCC(Cl)(Cl)Cl (stereo partly specified),-8%,-7,17%,-23%,-19%,-2
CC(/C=C1\SC(=S)N(C(C(=O)O)c2ccccc2)C1=O)=C\c1ccccc1 (stereo unspecified),15%,12,2%,0%,-21%,1
N#Cc1cccc(C(c2nnnn2CCc2ccccc2)N2CCN(C3CCCCC3)CC2)c1 (stereo unspecified),-4%,-10,9%,?,0%,-6
NNC(=O)CN1CCN(c2ncc(C(F)(F)F)cc2Cl)CC1,5%,-5,nt,7%,7%,-2
COc1ccc(F)cc1C(=O)C1CCCN(Cc2c[nH]c3ccccc23)C1 (stereo unspecified),-1%,4,?,13µM*,-32%,-3
CCSC1=C(C#N)C(c2ccccc2Cl)CC(=O)N1 (stereo unspecified),4%,-16,8%,22%,6%,-2
COc1ccc(OC)c(/C=N/NC(=O)CC(=O)NC2CCCCC2)c1,-13%,-16,29%,8%,5%,-3
O=C(Nc1ccccc1N1CCCCC1)c1ccc(F)cc1,1%,-9,nt,?,4%,-3
CC(C(=O)NC(=O)NC1CCCCC1)N1CCN(c2ccccn2)CC1 (stereo unspecified),0%,40,-1%,-9%,2%,0
NS(=O)(=O)c1ccc(CCNC(=O)/C=C/c2cccc([N+](=O)[O-])c2)cc1,2%,-2,-5%,21%,nt,10
Cc1ccc(C(=O)N2CCC(C(=O)NCc3cccnc3)CC2)cc1,7%,-9,-5%,2%,-6%,-3
CCOC(=O)C1=C(COc2ccccc2)NC(=O)NC1c1ccc(Cl)cc1 (stereo unspecified),1%,0,?,?,-2%,-1
CCOC(=O)c1sc2ccccc2c1OC(=O)c1ccccc1OC,3%,14,26%,30%,6%,-1
CCC1SC(CC)C(=O)N(CC(=O)NCc2ccc(F)cc2)C1=O (stereo unspecified),0%,-11,8%,8%,10%,-4
Cc1ccccc1-c1nn(-c2ccc(F)cc2F)cc1CNCCCN(C)C,-1%,-8,2.6µM*,?,-8%,-2
COc1ccc(OC)c(C2C3CN(C(C)C)CC=C3C(C#N)=C(N)C2(C#N)C#N)c1 (stereo unspecified),-21%[12.9 µM],-13,?,?,?,-1
CCCN(CC(=O)Nc1ccccc1C)C(=O)Cc1c(C)nc2ccccc2c1C,nt,nt,10µM*,?,7%,nt
CNc1ccc2oc(C[C@@H]3OC4(CC[C@@H]3C)O[C@H](C(C)C(=O)c3ccc[nH]3)[C@H](C)C[C@H]4C)nc2c1C(=O)O (stereo partly specified),-8%,-14,nt,nt,nt,-12
O=C1NCCN1CCNS(=O)(=O)c1ccc(F)c(Cl)c1,-1%,-4,10%,35%[activator],0%,-2
CCC(=O)N1CCN(c2ccc(NC(=O)c3c(F)c(F)c(OC)c(F)c3F)cc2)CC1,1%,-17,nt,?,-8%,-3
N/C(=N\OC(=O)CC1CCCCC1)c1ccc(Br)cc1,nt,22,26%,?,?,12
N/C(=N\OC(=O)Cc1ccccc1[N+](=O)[O-])c1ccccn1,0%,139*,52%[activator],?,nt,49*
COc1ccc2c(c1)OC(=O)CC2c1ccc2c(c1)OCO2 (stereo unspecified),3%[89.2 µM],i,nt,nt,nt,8
O=C(COc1cccc2cccnc12)Nc1ccccc1N1CCOCC1,1%,22,6%,?,-1%,-5
O=C(NC(NNc1ccc([N+](=O)[O-])cc1)(C(F)(F)F)C(F)(F)F)c1ccccc1Cl,-10%,-14,-6%,?,?,-3
CC(C)Cc1csc(NC(=O)c2ccc(F)cc2)c1C(=O)O,-21%,56*,-2%,0%,-1%,40*
CN1CCN(c2ccc([N+](=O)[O-])cc2/C=N/NC(=O)c2ccc(F)cc2)CC1,10%,-9,nt,?,-16%,-5
CCOc1ccc(NC(=S)NC(=O)c2c(Cl)cnn2CC)c([N+](=O)[O-])c1,?,-6,2%,37%,-15%,-3
CC#CCCC(=O)N1C=Cc2ccccc2C1C#N (stereo unspecified),-13%,-5,2.3µM*,0%,?,-2
CCCCc1ccc(NC(=S)Nc2ccc(Cl)c(S(=O)(=O)N(C)C)c2)cc1,-7%,12,-14%,?,-3%,1
CCN(C(=O)CSc1nnc(-c2ccc3c(c2)OCO3)o1)C1CCS(=O)(=O)C1 (stereo unspecified),nt,nt,-11%,-28%,4%,nt
COc1ccccc1NC(=O)N1CCN(S(C)(=O)=O)CC1,3%,17,-7%,-2%,nt,-2
Nc1ccc(-c2cc(N)n(-c3ccccc3)n2)cc1,-29%,10,6.6µM*,nt,6%,8
COc1ccc(-n2c(-c3cccc(C)c3[N+](=O)[O-])n[nH]c2=S)cc1,0%,-16,34%[activator],157%[activator],-16%,-3
CCc1cc2c(CN3CCN(C)CC3)cc(=O)oc2cc1O,0%,-18,?,nt,1%,-1
CC(=O)c1ccc(S(=O)(=O)N2CCN(C(=O)c3ccc(COc4ccccc4)o3)CC2)cc1,nt,nt,?,?,-5%,nt

# By substructure: the compounds so far containing bromine (two)
SMILES,Giardia FBPA inh,Shiga inhibitor,Pf growth 48h,Pf growth 96h,Sm TGR block,CHX counter
CCC1CCCCN1CCNC(=O)CCS(=O)(=O)c1ccc(Br)cc1 (stereo unspecified),2%,-5,?,3.3µM*,0%,1
N/C(=N\OC(=O)CC1CCCCC1)c1ccc(Br)cc1,nt,22,26%,?,?,12

# Remaining list, next part
SMILES,Giardia FBPA inh,Shiga inhibitor,Pf growth 48h,Pf growth 96h,Sm TGR block,CHX counter
Cc1ccccc1OCC(=O)N/N=C/c1ccccn1,-22%,35*,-13%,14%,5%,11
CC1(C)SC(=S)N(NC(=O)Nc2cccc3ccccc23)C1N(O)C(=O)Nc1ccccc1 (stereo unspecified),-9%,24,?,?,6%,-2
O/N=C/c1ccnc(SCc2ccc(Cl)cc2)n1,21%,75*,142%[activator],326%[activator],12%,51*
NNC(=O)COc1ncn(-c2ccccc2)n1,0%,-8,-25%,?,-2%,-2
Cc1cc(C=O)c(O)cc1O,8%,-7,63%[activator],24%,1%,-2
O=c1[nH]c2cccnc2n(CCNc2ncc(C(F)(F)F)cc2Cl)c1=O,-6%,-10,?,?,17%,7
Cc1ccc(C(=O)N2CCOCC2)c(F)c1F,0%,17,37%[activator],22%,7%,11
Cc1noc(C)c1C(c1ccccc1)c1ccccc1,14%,21,-10%,nt,0%,3
O=[N+]([O-])c1ccc(N2CCOCC2)c(S(=O)(=O)N2CCOCC2)c1,0%,-2,-5%,16%,32%,6
Cc1nn(Cc2ccccc2)c(C)c1C(=O)N1CCN(CC(=O)Nc2ccc(F)cc2)CC1,nt,nt,?,-34%,-1%,nt
CC(=O)c1ccc(N=c2scc(C)n2C(C)C)cc1,-1%,57,33%[activator],-6%,-2%,40*
NNC(=O)c1ccc(S(=O)(=O)N2CCc3ccccc32)cc1,-11%,29,12µM*,34%[activator],-5%,-1
CCCn1nnc(NC(=O)Cc2ccccc2)n1,3%,-26,9%,38%[activator],?,-3
COc1cc(=O)[nH]c(=O)n1CC(=O)c1ccccc1,6%,-3,-5%,3%,-35%,-3
Nc1ncccc1OCc1cccc(C(F)(F)F)c1,-10%,35,28%,?,-4%,11
CC1=CC(=C2N=C(c3ccccc3)OC2=O)C=C(C)O1,-2%,10,-13%,40%[activator],3%,16
CCn1c(SCC(=O)N/N=C/c2ccccc2OCC(=O)O)nnc1-c1ccc(C)cc1,0%,-13,22%,32%[activator],-1%,-1
CCCc1n[nH]c(=S)n1Cc1ccco1,?,27,4%,?,-33%,1
COc1ccc(OC)c(-c2nc(C(=O)NC3CCN(Cc4ccccc4)CC3)cc3c2[nH]c2ccccc23)c1,0%,-6,8.3µM*,3.7µM*,3%,-1
O=C(CN(CCc1ccccc1)C(=O)c1csnn1)NCc1ccc(F)cc1,12%,-6,6%,-1%,6%,1

# 4 of the compounds above, as labelled records.
NNC(=O)c1ccc(S(=O)(=O)N2CCc3ccccc32)cc1
  Giardia FBPA inh = -11%
  Shiga inhibitor = 29
  Pf growth 48h = 12µM*
  Pf growth 96h = 34%[activator]
  Sm TGR block = -5%
  CHX counter = -1
CCCn1nnc(NC(=O)Cc2ccccc2)n1
  Giardia FBPA inh = 3%
  Shiga inhibitor = -26
  Pf growth 48h = 9%
  Pf growth 96h = 38%[activator]
  Sm TGR block = ?
  CHX counter = -3
COc1cc(=O)[nH]c(=O)n1CC(=O)c1ccccc1
  Giardia FBPA inh = 6%
  Shiga inhibitor = -3
  Pf growth 48h = -5%
  Pf growth 96h = 3%
  Sm TGR block = -35%
  CHX counter = -3
Nc1ncccc1OCc1cccc(C(F)(F)F)c1
  Giardia FBPA inh = -10%
  Shiga inhibitor = 35
  Pf growth 48h = 28%
  Pf growth 96h = ?
  Sm TGR block = -4%
  CHX counter = 11

# Single records (already shown):
# Shown for `CCCn1nnc(NC(=O)Cc2ccccc2)n1` = Giardia FBPA inh: 3%; Shiga inhibitor: -26; Pf growth 48h: 9%; Pf growth 96h: 38%[activator]; Sm TGR block: ?; CHX counter: -3
# Shown for `Cc1ccccc1OCC(=O)N/N=C/c1ccccn1` = Giardia FBPA inh: -22%; Shiga inhibitor: 35*; Pf growth 48h: -13%; Pf growth 96h: 14%; Sm TGR block: 5%; CHX counter: 11

# The list goes on.
SMILES,Giardia FBPA inh,Shiga inhibitor,Pf growth 48h,Pf growth 96h,Sm TGR block,CHX counter
O=C(Nc1cccc(/C=C/c2ccccn2)c1)c1cc(Cl)ccn1,-15%,43*,107%[activator],81%[activator],-5%,29*
Cc1ccccc1NC(=O)C(=O)NCCCN1CCOCC1,-1%,-3,21%,?,-1%,-8
CC(OC(=O)c1cccc(-n2cnnn2)c1)c1nc2ccccc2c(=O)[nH]1 (stereo unspecified),nt,nt,?,?,-22%,nt
O=C1c2ccccc2C(=O)N1c1cccnc1,5%,-13,19%,8%,0%,-4
CC(Sc1nnc(N)s1)c1ccccc1Cl (stereo unspecified),-12%,3,nt,-27%,0%,7
CCOC(=O)C(CC)Sc1ncnc2nc[nH]c12 (stereo unspecified),?,-4,-24%,10µM*,3%,9
CN(C)CCNC(=O)C(=O)C1C(=O)Nc2ccccc21 (stereo unspecified),-11%,-6,8%,10%,-18%,-2
NS(=O)(=O)c1ccc(NC(=O)c2ccc(COc3ccccc3)o2)cc1,0%,26,12%,65%[activator],6%,6
C=C(C)C(=O)Nc1cccc(C2=NOC3(C2)C[C@@H](C(N)=O)N(C(=O)/C(C)=C/C)C3)c1 (stereo partly specified),0%,7,37%[activator],26%,-20%,-4
